ELG1 genotox: qHTS screen for small molecules that induce genotoxicity in human embryonic kidney (HEK293T) cells expressing luciferase-tagged ELG1; HEK293T ELG1-luciferase reporter, luminescence, 16 h; 330,000 compounds, 1.3% hits; Potency, µM (top dose mostly 46 µM), inactives show at the top dose activity change, positive = activation, usual class: activators; note: potency is the fitted concentration of half-maximal effect; % of control where 0% means no effect; nearly all actives have a fitted effect of over 60% in size
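Genotoxic stress is detected as increased luminescence from luciferase-tagged ELG1 in HEK293T cells, measured with ONE-Glo after a 16 hr treatment at 37 °C.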
Tb PFK inh: qHTS Assay to Find Inhibitors of T. brucei phosphofructokinase | ATP-dependent 6-phosphofructokinase (Trypanosoma brucei brucei), O15648 | 330,000 compounds, 0.17% hits | T. brucei PFK, ADP-Glo luminescence | AID 485367, 2010 | Potency, µM (highest dose often 57.5 µM), without a hit: at the highest dose activity, negative = inhibition, actives largely listed as inhibitors;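 note: potency is the fitted concentration of half-maximal effect; 0% = uninhibited 1x PFK enzyme wells and -100% = no-enzyme wells; nearly all actives have a fitted effect of over 60% in size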
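PFK 1.25 nM, F6P 0.5 mM, ATP 0.1 mM, 0.1 M TEA pH 8.0, 5 mM MgCl2, 0.01% Tween20, 0.1% BSA; 45 min RT. ADP-Glo readout. qHTS titration up to 57 uM; curves fitted, compounds curve-classed.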
uPA generation: qHTS for Inhibitors of Cell Surface uPA Generation. cell surface uPA generation assay, qHTS. Potency, µM (doses to about 38.3 µM), without a hit: at the highest dose activity change, negative = inhibition, hits mostly inhibitors. 330,000 compounds, 0.31% hits; active = well fitted inhibition curve with a large enough effect; inconclusive = small, poorly fitted or top-dose-only effect; inactive = no such curve, though single readings can be large or run the other way; tested in mouse RAW 264.7 cells; note: potency is the fitted concentration of half-maximal effect; % is set by controls: 0 for no effect and ±100 for the full control effect; nearly all actives have a fitted effect of over 55% in size
RORgamma inh: qHTS for inhibitors of ROR gamma transcriptional activity; Drosophila S2 Gal4-RORgamma UAS-luciferase reporter, 20 h; Potency, µM (highest dose often 53.6 µM), inactives show top-dose activity change, negative = inhibition, actives largely listed as inhibitors; 310,000 compounds, 5.4% hits; AID 2551, 2010; note: potency is the fitted concentration of half-maximal effect; % is set by controls: 0 for no effect and ±100 for the full control effect; nearly all actives have a fitted effect of over 60% in size
Target sequence (P51450 whole entry, looked up, the tested form may be a part): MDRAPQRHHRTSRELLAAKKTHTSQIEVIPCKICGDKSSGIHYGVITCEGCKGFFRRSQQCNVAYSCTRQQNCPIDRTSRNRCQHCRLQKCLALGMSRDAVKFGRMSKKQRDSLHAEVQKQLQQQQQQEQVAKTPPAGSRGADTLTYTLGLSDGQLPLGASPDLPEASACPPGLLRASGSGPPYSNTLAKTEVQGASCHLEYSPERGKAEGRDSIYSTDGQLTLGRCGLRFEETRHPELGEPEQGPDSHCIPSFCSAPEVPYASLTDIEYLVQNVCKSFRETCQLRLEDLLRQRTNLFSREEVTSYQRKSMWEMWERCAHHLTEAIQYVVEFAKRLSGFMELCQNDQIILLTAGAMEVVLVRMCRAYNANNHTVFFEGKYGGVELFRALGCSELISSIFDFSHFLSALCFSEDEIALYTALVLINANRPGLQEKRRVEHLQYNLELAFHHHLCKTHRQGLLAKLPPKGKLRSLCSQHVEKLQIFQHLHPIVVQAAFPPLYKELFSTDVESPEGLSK
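Stably transfected Drosophila Schneider cells are the test system, with ROR gamma fused to Gal4 and luciferase under UAS control; luminescence is read after 20 hr of 700 uM copper sulfate induction at ambient temperature.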
VP16 counter: VP16 counterscreen qHTS for inhibitors of ROR gamma transcriptional activity; 310,000 compounds, 3.5% hits; Potency, µM (top dose mostly 53.6 µM), without a hit: at the top dose activity, negative = inhibition, hits mostly inhibitors; Drosophila S2 Gal4-VP16 UAS-luciferase, luminescence, 20 h;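 note: Gal4-VP16 expression switched on by copper sulfate through the metallothionein promoter; potency is the fitted concentration of half-maximal effect; % is set by controls: 0 for no effect and ±100 for the full control effect; nearly all actives have a fitted effect of over 50% in size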
Giardia kill: Small Molecules that selectively kill Giardia lamblia: qHTS. Giardia lamblia trophozoite viability. activity change, % at 7.66 µM, hits read low. 340,000 compounds, 0.15% hits. AID 540267, 2011; in the data active = activity change below about -80%; inconclusive = between about -30% and that limit;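 note: parasites exposed to compound for two days anaerobically before the ATP read; % is set by controls: 0 for no effect and ±100 for the full control effect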
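Killing of trophozoites was scored by loss of ATP luminescence after a 48 hrs anaerobic exposure to compounds at 37 deg C, using 100 cells per well.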
FLuc modulator: qHTS profiling assay for firefly luciferase inhibitor/activator using purifed enzyme and Km concentrations of substrates (counterscreen for miR-21 project); Luciferin 4-monooxygenase (Photinus pyralis), P08659; 360,000 compounds, 6.9% hits; Potency, µM (series often up to 57.5 µM), for inactives: top-dose activity change, negative = inhibition, actives largely listed as inhibitors; purified FLuc, Km substrates, luminescence inhibition; AID 588342, 2011;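 note: potency is the fitted concentration of half-maximal effect; plate controls were vehicle for no effect and reference inhibitor for full effect; nearly all actives have a fitted effect of over 55% in size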
Target sequence (P08659 whole entry, looked up): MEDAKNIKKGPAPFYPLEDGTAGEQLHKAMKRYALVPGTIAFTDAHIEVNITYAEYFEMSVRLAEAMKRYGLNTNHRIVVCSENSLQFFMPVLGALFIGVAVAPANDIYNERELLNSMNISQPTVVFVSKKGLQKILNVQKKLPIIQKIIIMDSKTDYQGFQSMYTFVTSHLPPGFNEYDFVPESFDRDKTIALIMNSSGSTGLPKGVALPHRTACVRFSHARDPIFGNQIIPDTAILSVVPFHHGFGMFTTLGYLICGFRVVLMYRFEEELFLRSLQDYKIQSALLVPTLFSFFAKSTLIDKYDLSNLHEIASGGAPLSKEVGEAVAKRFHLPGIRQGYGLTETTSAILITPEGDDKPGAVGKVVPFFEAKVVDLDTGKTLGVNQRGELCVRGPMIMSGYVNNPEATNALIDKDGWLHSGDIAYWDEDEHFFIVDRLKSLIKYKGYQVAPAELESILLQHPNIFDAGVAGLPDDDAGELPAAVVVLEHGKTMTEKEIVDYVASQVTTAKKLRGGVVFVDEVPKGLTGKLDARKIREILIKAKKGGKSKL
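Purified P. pyralis luciferase, 10 nM final, with Km-level 10 uM D-luciferin and 10 uM ATP in 50 mM Tris acetate pH 7.5, 10 mM Mg acetate, 0.01% Tween-20, 0.05% BSA; 6-point qHTS titration about 60 µM downward; luminescence read.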
Rab9 promoter act: qHTS Assay for Rab9 Promoter Activators; Huh7 Rab9 promoter-luciferase reporter, luminescence, 24 h; Potency, µM (series often up to 9.22 µM), for inactives: at the highest dose activation, negative = inhibition, most hits filed as activators; 320,000 compounds, 2.8% hits; AID 485297, 2010; note: potency is the fitted concentration of half-maximal effect; % of control where 0% means no effect; nearly all actives have a fitted effect of over 60% in size
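Rab9 promoter-driven luciferase in stably transfected Huh7 cells; 1500 cells/well rested 2 h, exposed to compound in DMSO for 24 h at 37 °C, 5% CO2. Luminescence read 10 min after adding luciferase reagent at ambient temperature.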
KCNH2 3.1 inh: qHTS for Inhibitors of KCHN2 3.1: Mutant qHTS. 340,000 compounds, 0.95% hits. U2OS KCNH2 3.1, thallium flux FluxOr; active compounds read low. activity change, % (tested at about 1.8 µM). Potassium voltage-gated channel subfamily H member 2, brain isoform KCNH2 3.1 (human);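 active = maximum activity change below -70%; inconclusive = maximum activity change from -70% to -50%; inactive = maximum activity change above -50%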;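 note: thallium influx rate constant from kinetic fluorescence after stimulation buffer; % is set by controls: 0 for no effect and ±100 for the full control effect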
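Virally transduced U2OS (3.1 isoform, 4 h infection in dark at RT) → overnight 37 C → FluxOr + Red40 in HBSS/HEPES, 45 min → stimulation buffer, 2 min kinetic read → rate constant vs DMSO controls.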
Coupling enz: qHTS Assay for Inhibitors of Fructose-1,6-bisphosphate Aldolase from Giardia Lamblia: Coupling assay counterscreen; AID 2472, 2010; coupling enzyme system counterscreen, AmpLite Red fluorescence; activity change, negative = inhibition, % at 58.2 µM, hits read low; 290,000 compounds, 0.67% hits; in the data active = activity change below about -30%; note: % is set by controls: 0 for no effect and ±100 for the full control effect
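Coupling enzymes only (glyceraldehyde-3-phosphate) + compound, at 57.5 uM final, 10 min RT; add substrate/coupling/AmpLite Red mix, 20 min RT; fluorescence ex 525/em 598 nm. Actives flag coupling-system interference.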
NPC1 promoter act: qHTS Assay for NPC1 Promoter Activators. Huh7 NPC1 promoter luciferase reporter, 24 h. Potency, µM (top dose mostly 9.22 µM), for the others: at the highest dose activation, usual class: activators. 320,000 compounds, 2.4% hits. AID 485313, 2010;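 note: potency is the fitted concentration of half-maximal effect; % of control where 0% means no effect; nearly all actives have a fitted effect of over 60% in size; reporter is driven by a mutant NPC1 promoter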
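Stably transfected Huh7 (NPC1 promoter→luciferase), 1500 cells/well in Opti-MEM + 10% FBS, 2 h settle, then compound 24 h at 37 °C. Luminescence after 10 min with Amplite reagent.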
* = called active by the depositor; ? = inconclusive; . = no result given; & = joins results of further samples; [ ] = another dose, or the depositor's remark. Unless noted, calls come from the whole dose curve; as a rule, active = well fitted curve in the direction sought with a large enough effect; inconclusive = small, poorly fitted or top-dose-only effect, or another doubt; inactive = no such curve, though single readings can be large; an effect the other way counts as inactive or inconclusive.

compound	ELG1 genotox	Tb PFK inh	uPA generation	RORgamma inh	VP16 counter	Giardia kill	FLuc modulator	Rab9 promoter act	KCNH2 3.1 inh	Coupling enz	NPC1 promoter act
O=C1CSc2ccc(S(=O)(=O)N3CCN(c4ccccc4F)CC3)cc2N1	-10%	-9%	-2%	?	-20%	18	1%	-4%	0	.	-1%
COc1ccc(C(=O)Cc2ccc3c(c2)OCO3)c(O)c1	?	0%	-1%	-33%	-6%	-7	2.7µM*	4µM*	1	0	2.8µM*
O=C1OCC(CO)(CO)N=C1NNc1ccc(Cl)c(Cl)c1	1%	?	-5%	44%	7%	-10	?	6%	6	-3	2%
Cc1nn(CCCC(=O)NCc2ccccc2)c(=O)c2nn(-c3ccccc3)c(C)c12	2%	-2%	-2%	-12%	-12%	5	-1%&-6%	-2%	-3	.	0%
COC(CN(C)S(=O)(=O)c1cc2c3c(c1)CCN3C(=O)CC2)OC	5%	2%	-4%	-3%	3%	-19	-1%	-1%	0	3	-4%
COc1ccc(C(OC(=O)c2ccco2)C(=O)NC2CCCCC2)cc1OC (centres undefined)	-2%	0%	2%	5%	-4%	-4	0%	3%	-7	1	-6%
O=C(COC(=O)CNS(=O)(=O)c1ccccc1)Nc1ccc(Cl)cn1	2%	0%	0%	-21%	3%	-16	0%	0%	3	0	-1%
COc1cccc(CN2CC(C(=O)NCCc3ccccc3C(F)(F)F)CCC2=O)c1 (centres undefined)	1%	-1%	-5%	31%	-5%	4	1%	-1%	-4	0	0%
NC(=O)OCC(COC(N)=O)c1ccccc1	-1%	-1%	-4%&18%	2%	-30%&4%&-1%	-16&7	0%	4%[46.1 µM]	-2&-4	0&5	4%[46.1 µM]
COC(=O)c1ccc(C(=O)OC)c(NC(=O)CN2CCN(c3ccccc3)CC2)c1	5%	-8%	10%	4%	5%	1	0%	1%	-18	-2	0%
CC(=O)Oc1ccc(C(=O)Nc2cccc(C(=O)NC(C)(C)C)c2)cc1	1%	-17%	-3%	3%	2%	9	19µM*	-8%	8	1	2%
O=C1/C(=C/c2ccncc2)SC(=S)N1C1CCS(=O)(=O)C1 (centres undefined)	-6%	0%	-12%	11µM*	?	7	-1%	-12%	0	0	-24%
O=C(c1cccnc1)N1CCC(c2nc3ccccc3[nH]2)CC1	1%	-9%	.	8%	-5%	.	0%	3%	.	0	-1%
CC(Cc1ccccc1)C(=O)N(C)Cc1cccnc1 (centres undefined)	1%	-1%	-3%	1%	-14%	-27	-1%	13%	-4	-3	3%
COc1ccc(N2CC(NC(=O)Nc3ccccc3)CC2=O)cc1 (centres undefined)	-3%	-4%	0%	-11%	-5%	-4	-1%	-2%	11	3	-2%
CN(C)c1ccc(C(=O)c2ccc(N(C)C)c3ccccc23)cc1	?	-1%	-17%	?	?	-9	15µM*	-19%	-30	1	-7%
O=C1OC(c2ccccc2)=NC12CC2c1ccc(Cl)cc1 (centres undefined)	?	-10%	-9%	10µM*	5µM*	-2	-6%	-3%	3	2	1%
CCOC(=O)CNC(=O)CSc1ccc2nnc(-c3cccnc3)n2n1	10%	-2%	-4%	-11%	-1%	15	-2%	-2%	-8	0	-4%
O=C(NCCCN1CCOCC1)[C@@H]1CSC2c3ccccc3C(=O)N21 (some centres undefined)	-3%	-8%	2%	5%	-4%	-8	2%	-1%	5	2	-2%
Cc1ccc(NC(=S)NNC(=O)c2ccco2)cc1	1%	-13%	.	?	-9%	-18	?	?	-1	-9	-1%
COc1ccc(CCNC(=O)c2ccc(CNS(=O)(=O)c3ccc(C(C)(C)C)cc3)cc2)cc1OC	-1%	0%	-2%	-5%	?	-3	0%	3%	-9	0	-5%
Cn1cc(/C=C2\SC(=O)NC2=S)c2ccccc21	-7%	0%	-8%	2.5µM*	6.3µM*	17	?	-2%	32	-3	6%
CN(C)CCCN(Cc1cc2cc3c(cc2[nH]c1=O)OCO3)C(=S)NCc1ccco1	6%	-2%	2%	-10%	0%	20	-1%	-16%	-8	-1	-3%
CCCCCCN(C(=O)CCCCCN1C(=O)NC(c2ccc(-c3ccccc3)cc2)C(C(=O)OCc2ccccc2)=C1C)C(C(=O)NCCCC)c1ccc(OCC(=O)OC)cc1 (centres undefined)	-1%	0%	.	-5%&-1%	-5%&-2%	.	0%	-1%	.	0&-2	0%
CC(NC(=O)CN(C)CC(=O)Nc1ccc(F)c(F)c1F)c1ccccc1 (centres undefined)	-4%	12%	0%	20%	-11%	1	1%	-2%	19	2	-2%
Cc1cc(N)n(-c2ccc(Oc3ccccc3)c(S(=O)(=O)O)c2)n1	0%	-19%	0%	15%	2%	1	-11%	1%	10	10	-2%
CCCCOc1ccc(-c2c(C#N)c(N)[nH]c(=S)c2C#N)cc1	1%	0%	-13%	?	-5%	8	-10%	-1%	-3	9	-3%
COc1cc(Cl)c(C)cc1NC(=O)COC(=O)c1cc[n+]([O-])cc1	-15%	-13%	6%	?	1%	8	-1%	1%	-2	1	-12%
Cc1ccc(C2CN(c3ccccc3)CC2C(=O)c2ccc(F)cc2)cc1 (centres undefined)	-3%	2%	6%	?	-26%	-21	3%	-1%	9	-2	1%
O=C(c1cnc2sccn2c1=O)N(Cc1ccccc1)c1ccccn1	-5%	1%	12%	6%	-2%	3	0%	-6%	-7	-1	1%

Going on with the list:
compound	ELG1 genotox	Tb PFK inh	uPA generation	RORgamma inh	VP16 counter	Giardia kill	FLuc modulator	Rab9 promoter act	KCNH2 3.1 inh	Coupling enz	NPC1 promoter act
COc1ccc(OCC(=O)Nc2ccc(NC(=O)c3cccs3)cc2)cc1	12%	0%	0%	-13%	-4%	3	4%	3%	14	-3	1%
COC(=O)c1ccc(S(=O)(=O)NCc2ccc(OC)cc2)n1C	0%	-3%	-1%	23%	5%	11	0%	-4%	-11	0	1%
O=C1c2ccccc2C(=O)N1c1ncn[nH]1	-3%	6%	0%	-14%	-12%	12	0%	-2%	6	0	-1%
COc1ccc(C(C(=O)NC2CCCC2)N(Cc2ccccc2)C(=O)CNC(=O)c2ccco2)cc1 (centres undefined)	-1%	0%	2%	2%	3%	9	6%	1%	-15	2	-6%
Cc1ccc(C)c(CSc2nnc(-c3cccs3)n2Cc2ccco2)c1	-11%	0%	.	-13%	-1%	-6	6%	-1%	-23	1	-7%
CCc1ccc(N2CC(O)(c3cccs3)[N+]3=C2SCCC3)cc1 (centres undefined)	-9%	4%	-3%	3%	2%	16	2%	-4%	4	-1	5%
O=C(NNc1c2ccccc2nc2ccccc12)c1cccc(O)c1	-7%	-1%	-3%	-7%	-27%	-2	24µM*	-1%	2	-1	0%
Cc1ccc(S(=O)(=O)N2CCC(NC(=O)c3cccnc3)CC2)cc1Cl	-7%	6%	-4%	-3%	1%	-8	3%	-3%	-18	3	2%
Cc1cc(Cl)c(S(=O)(=O)NC(C)C)cc1OCC(N)=O	1%	0%	6%	-11%	5%	-16	-1%	-3%	-26	2	0%
CN(C)CCCNC(=O)c1cc(C(=O)C2CCCCC2)c[nH]1	-12%	-1%	0%	23%	-11%	8	7%	-4%	-23	2	3%
CC1=C(C(=O)NCc2ccccc2)C(c2cc(Br)cc(Br)c2OC(C)C)NC(=O)N1 (centres undefined)	-1%	-11%	6%	?	1%	-14	-1%	-2%	19	1	-5%
O=C(CN=C1NC(=O)C(c2ccccc2)(c2ccccc2)N1)NCc1ccc(F)cc1	0%	0%	2%	-24%	3%	51[activator]	4%	0%	6	0	0%
Cc1ccccc1Cn1c(C(=O)OC(C)C)cc2c1ccn2C	1%	1%	-3%	11%	-1%	12	3%	-10%	-5	.	-1%
Cc1ccccc1C(=O)/C=C1\NC(=O)CS1	3%	5%	4%	?	4%	-12	-2%	2%	-15	2	-2%
O=C(CCCCCNc1nc(=S)[nH]c2ccccc12)NCCc1ccc(Cl)cc1	9%	7%	13%	?	-12%	17	1%	0%	-49	0	-1%
Cc1nnc(Sc2c(N)n(C)c(=O)[nH]c2=O)s1	1%	-1%	.	-4%	-14%	-9	0%	-2%	15	0	-2%

Screens deposited in PubChem BioAssay by National Center for Advancing Translational Sciences (NCATS).
